# AI-2 QS mod = Vibrio harveyi AI-2 quorum sensing modulation | Vibrio harveyi JMH597 AI-2 luminescence/OD600 ratio, 9 h; hits give low values; strain lacks LuxN and CqsS sensors; 0 = neutral-control median | activity change, % at 7.5 µM | 300,000 compounds, 0.4% hits; in the data active = activity change below about -75%, passing the limit was not always enough;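 note: luminescence divided by OD600 gain over 9 h not by final OD600 alone; inactives centre near 13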
# TRPC6 inhibitor = mouse TRPC6 channel inhibition; Q61143; HEK293-TRPC6, membrane potential dye, ACh-evoked depolarization; hits give low values; B-score at 10 µM; 310,000 compounds, 1.1% hits;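 active = B-score under library mean minus 3 SD, initial fluorescence not abnormally high, positive integrated signal ratio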;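 note: B-score derived from integrated fluorescence ratio over the kinetic read; more negative B-score means stronger inhibition of depolarization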
# MrgX1 ag = agonists of human MrgX1 receptor | Q96LB2 | MrgX1-HEK293 cells, Fluo-4 calcium fluorescence, agonist mode; hits give high values | B-score at 10 µM | 310,000 compounds, 0.44% hits | AID 588627;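 active = calcium response B-score plate-corrected fluorescence ratio at least 3 library SD, with starting fluorescence B-score inside 5 SD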
#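 Material: HEK293 cells stably expressing human MrgX1 receptor | Quantity: 15,000 cells per well | Times: Cells plated overnight, dye loaded 0.5 h 37 °C, 0.5 h room temperature | Measured by: Kinetic Fluo-4 NW fluorescence of intracellular calcium | Control set: Positive and negative controls per plate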
# MrgX1 PAM = human MrgX1 positive allosteric modulation, primary screen; B-score at 10 µM; Q96LB2; 310,000 compounds, 0.63% hits; MrgX1-HEK293, Fluo-4 calcium flux, FDSS; hits give high values;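 active = plate-corrected calcium response at least 3 library SD above typical, normal starting fluorescence, not activating the receptor alone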;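 note: compound read alongside a low EC10 to EC30 dose of BAM8-22 agonist; peak minus trough fluorescence over baseline measured at the second addition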
# TRPC4 agonist = TRPC4 (mouse) channel activation. Q9QUQ5. HEK293 TRPC4beta/mu-opioid, Fluo4 calcium fluorescence; hits give high values. B-score at 10 µM. 310,000 compounds, 0.49% hits. AID 2237;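 active = B-score above 5 SD of library B-scores, and initial fluorescence ratio not above library mean plus 5 SD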;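 note: positive B-score marks a calcium rise read as TRPC4 activation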
# Target sequence (Q9QUQ5 whole entry, looked up): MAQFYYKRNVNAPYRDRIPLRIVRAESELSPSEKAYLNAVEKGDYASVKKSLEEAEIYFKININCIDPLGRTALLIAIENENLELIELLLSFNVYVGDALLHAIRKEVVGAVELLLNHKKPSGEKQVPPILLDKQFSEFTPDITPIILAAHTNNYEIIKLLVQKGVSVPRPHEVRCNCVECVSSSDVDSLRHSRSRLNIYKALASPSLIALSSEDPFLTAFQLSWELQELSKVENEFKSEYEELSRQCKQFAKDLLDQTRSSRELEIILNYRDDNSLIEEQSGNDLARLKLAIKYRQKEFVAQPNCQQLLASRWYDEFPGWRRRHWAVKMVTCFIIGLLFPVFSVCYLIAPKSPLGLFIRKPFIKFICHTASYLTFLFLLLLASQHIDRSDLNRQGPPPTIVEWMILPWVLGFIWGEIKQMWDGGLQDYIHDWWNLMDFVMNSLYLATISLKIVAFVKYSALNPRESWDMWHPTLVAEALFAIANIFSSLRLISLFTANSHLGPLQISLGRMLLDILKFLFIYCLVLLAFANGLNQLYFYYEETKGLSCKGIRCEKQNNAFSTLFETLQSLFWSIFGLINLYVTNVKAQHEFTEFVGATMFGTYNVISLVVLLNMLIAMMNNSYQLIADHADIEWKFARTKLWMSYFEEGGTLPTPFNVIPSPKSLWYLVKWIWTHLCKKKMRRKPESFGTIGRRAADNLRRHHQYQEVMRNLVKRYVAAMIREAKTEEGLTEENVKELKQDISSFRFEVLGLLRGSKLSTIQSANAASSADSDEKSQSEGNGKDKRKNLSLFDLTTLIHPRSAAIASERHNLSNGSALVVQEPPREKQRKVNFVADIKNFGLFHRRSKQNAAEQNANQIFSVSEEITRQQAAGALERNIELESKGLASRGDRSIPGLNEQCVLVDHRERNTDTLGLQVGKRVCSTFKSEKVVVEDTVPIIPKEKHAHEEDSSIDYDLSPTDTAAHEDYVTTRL
#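 System – HEK293 cells stably co-expressing mouse TRPC4beta and mu-opioid receptor · Signal – Fluo4 calcium-sensitive dye fluorescence, kinetic, 1 Hz baseline · Benchmarks – buffer (low) and maximal DAMGO (high) · Read-out – B score of integrated fluorescence ratio per well · Incubation – dye loading 45 min room temperature, 110 s kinetic read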
# TRPC4 potent = allosteric potentiators of mouse TRPC4 channel. 310,000 compounds, 0.42% hits. AID 2227. B-score at 10 µM. HEK293 TRPC4beta/mu-opioid, DAMGO EC20, Fluo-4 Ca2+ flux; hits give high values;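 active = B-score of calcium response area above 5 SD of library B-scores, with initial fluorescence ratio within 5 SD of library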;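 note: B-score of integrated fluorescence ratio over time as area under calcium response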
# TRPC6 act = activators of mouse TRPC6 channel. B-score at 10 µM. 310,000 compounds, 0.13% hits. Q61143. AID 2550. HEK293-TRPC6 membrane potential dye fluorescence; hits give high values;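 active = B-score of the integrated fluorescence ratio above library mean plus 3 SD, and starting fluorescence ratio within library mean plus 5 SD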;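 note: higher score means more depolarization so channel activation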
# PolyA inhibitor = blocks polyadenylation in yeast reporter cells. S. cerevisiae SKY197-pL101 polyadenylation reporter, beta-gal luminescence; efflux-impaired pdr1/pdr3 knockout yeast; score 100 = 6 SD above DMSO. calls only at 12 µM. 300,000 compounds, 0.02% hits;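 active = lowest replicate activity score at least 50, where 100 means six control SD above control mean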;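 note: yeast exposed to compound for 9 h at 30 °C; higher score means more reporter readthrough which indicates perturbed polyadenylation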
# MrgX1 antag = antagonists of human MrgX1 receptor | Q96LB2 | MRGX1-HEK293 calcium flux, Fluo-4, BAM8-22 antagonism; hits give low values | B-score at 10 µM | 310,000 compounds, 1.3% hits | AID 588676;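 active = calcium-response B-score plate-corrected more than 3 library SD below zero, starting fluorescence within 5 deviations, no agonist response on first addition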;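 note: peak minus trough fluorescence over baseline after final BAM8-22 challenge near maximal dose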
# TRPC4 inh = blocks the mouse TRPC4 cation channel; 300,000 compounds, 0.39% hits; Q9QUQ5; HEK293 TRPC4beta/mu-opioid, DAMGO-evoked Fluo4 calcium flux; hits give low values; AID 2247; B-score at 10 µM;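 active = B-score over 3 SD under the library average, no early fluorescence shift, positive overall ratio signal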
#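 Test system – stable TRPC4beta/mu-opioid receptor HEK293 cells · Probe or stimulus – DAMGO, a submaximal dose followed by a maximal one · Dosing – one concentration per compound · Signal – Fluo4 calcium fluorescence by kinetic imaging, 5 s 1 Hz baseline · Evaluation – per-well B score of integrated baseline-normalized Fluo4 ratio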
# HIF activator = HIF pathway transcriptional activation. AID 1910. U2OS HRE-luciferase reporter, luminescence; normalized: DMSO 0%, desferrioxamine 100%. 300,000 compounds, 0.32% hits. activation, % at 7.5 µM (by protocol);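 active = mean activation of at least 10% of the iron chelator positive control signal, with at least half of replicates also reaching 10%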
# Active calls of the source: *; i = inactive; · = no result given.
# Screens in order: AI-2 QS mod, TRPC6 inhibitor, MrgX1 ag, MrgX1 PAM, TRPC4 agonist, TRPC4 potent, TRPC6 act, PolyA inhibitor, MrgX1 antag, TRPC4 inh, HIF activator
1: CCN(CC(=O)Nc1ccc(NC(C)=O)cc1)C(=O)C1CC(=O)N(Cc2ccc(C)cc2)C1 (stereo not given)
    -18, i, i, i, i, i, i, i, i, i, -0.3
2: CCn1cc(/C=C(\NC(=O)c2ccc(OC)cc2)C(=O)N2CCN(C)CC2)c2ccccc21
    25, i, ·, ·, i, i, i, i, ·, i, -1.3
3: COc1ccc(Nc2nc(N3CCCC3)c3ccccc3n2)cc1
    7, i, i, i, i, i, i, i, i, i, -0.3
4: O=C(NC1CCCCC1)C1CCCN(S(=O)(=O)c2cccs2)C1 (stereo not given)
    15, i, i, i, i, i, i, i, i, i, 0.1
5: CCN(Cc1cc(=O)oc2cc(C)ccc12)c1ccccc1
    16, i, i, i, i, i, i, i, i, i, -1.0
6: N/C(=N\OC(=O)CCC1CCCC1)c1ccccc1
    25, i, i, i, i, i, i, i, i, i, 1.2
7: CN(C)c1ccc(/C=N/NC(=O)c2nnn(-c3nonc3N)c2COc2ccc(F)cc2)cc1
    9, i, i, i, i, i, i, i, i, i, 0.8
8: O=C(CCc1ccc(S(=O)(=O)N2CCOCC2)cc1)NN=C1CCCCCCC1
    15, i, i, i, i, i, i, i, i, i, -0.8
9: CCOc1ccc2[nH]c(C(=O)N/N=C/c3cc(OC)c(OC)c(OC)c3)cc2c1
    21, i, i, i, i, i, i, i, i, i, 2.8
10: Cc1n[nH]c(C)c1NC(=O)c1cc([N+](=O)[O-])ccc1Cl
    15, i, i, i, i, i, i, i, i, i, -0.4
11: CN1CC(c2ccc(C#N)cc2)C2(COc3ccccc3C2=O)C12C(=O)Nc1ccccc12 (stereo not given)
    31, i, i, i, i, i, i, i, i, i, -0.4
12: O=C(Cc1ccccc1[N+](=O)[O-])NCc1ccc(Cl)cc1Cl
    7, i, i, i, i, i, i, i, i, i, 1.8
13: CC(C)(C)NC(=O)NC(=O)CN1CCN(S(=O)(=O)/C=C/c2ccccc2)CC1
    8, i, i, i, i, i, i, i, i, i, -0.2
14: O=C(CSc1n[nH]c(=O)[nH]c1=O)N/N=C/c1ccccc1
    2, i, i, i, i, i, i, i, i, i, -0.3
15: O=S1(=O)C=C(N2CCCCC2)c2ccccc21
    14, i, i, i, i, i, i, i, i, i, -0.1
16: Cn1c(=O)c(=O)n(C)c2cc(S(=O)(=O)Nc3ccc(OC(F)(F)F)cc3)ccc21
    43, i, i, i, i, i, i, i, i, i, -0.4
17: CCCCCCNC(=O)CCCCCNS(=O)(=O)c1ccc(OC)cc1
    20, i, i, i, i, i, i, i, i, i, -0.3
18: Cc1ccc(NC(=O)Nc2cccs2)nc1
    11, i, i, i, i, i, i, i, i, i, 5.1
19: CN1CCN(C2=NC(=O)/C(=C/c3cn[nH]c3-c3ccccc3)S2)CC1
    4, i, i, i, i, i, i, i, i, i, -0.2
20: Cc1ccc(Cl)cc1N1CCN(CC(=O)Nc2ccc(CN3CCCCC3)cc2)CC1
    19, -5.5*, i, i, i, i, i, i, i, i, -1.2
21: CC(NC(=O)CN1CCN(c2ccc(Cl)cc2)CC1)c1ccccc1 (stereo not given)
    -1, i, i, i, i, i, i, i, i, i, 0.7
22: CCn1c(SCC(=O)OC(C)C)nnc1-c1cccc(Cl)c1
    15, i, i, i, i, i, i, i, i, i, 0.0
23: COc1ccc(CNc2nc3ccccc3n2Cc2ccc(Cl)cc2)cc1OC
    6, i, i, i, i, i, i, i, i, i, -0.9
24: CC(=O)Nc1ccc(SC[C@H](CC(C)C)N2CCN(CC(C)C)CCC2=O)cc1
    17, i, i, i, i, i, i, i, i, i, 0.4
25: COCC(C)NC(=O)c1ccc2c(c1)S(=O)(=O)c1ccccc1C2=O (stereo not given)
    11, i, i, i, i, i, i, i, i, i, 0.6
26: CC(C)c1ccc(C(=O)N(c2ccccn2)C(C)c2ccco2)cc1 (stereo not given)
    5, i, i, i, i, i, i, i, i, i, 1.6
27: COc1ccc(C(=O)C2CCCN(C(=O)CCNC(C)=O)C2)cc1OC (stereo not given)
    5, i, i, i, i, i, i, i, i, i, -6.7
28: O=C1CN(C(=O)C2CCC(=O)N(CCc3ccc(Cl)cc3)C2)CCN1 (stereo not given)
    28, i, i, i, i, i, i, i, i, i, 1.2
29: O=C(Nc1ccc(-c2nc3ccccc3o2)cc1)c1cccnc1
    8, i, i, i, i, i, i, i, i, i, 1.7
30: O=C(Nc1cccn(Cc2c(Cl)cccc2Cl)c1=O)c1c(Cl)cccc1Cl
    4, i, i, i, i, i, i, i, i, i, -0.8
31: CC(C)(C)Cn1c(=O)[nH]c(=O)c2cc([N+](=O)[O-])cnc21
    4, i, i, i, i, i, i, i, i, i, -0.2
32: Cc1cc2nnc(SCC(=O)N3C(C)CCCC3C)n2c(N)n1 (stereo not given)
    10, i, i, i, i, i, i, i, i, i, 0.0
33: Cc1nc(N=C(N)N)nc2c(C)cccc12
    14, -7.1*, i, i, i, i, i, i, i, i, 4.8
34: O=C(c1ccccc1[N+](=O)[O-])N(CCc1ccccc1)Cc1ccccc1
    12, i, i, i, i, i, i, i, i, i, -0.5
35: CCn1c(=O)n(CC(=O)NCC2CCCO2)c(=O)c2c3c(sc21)COC(C)(C)C3 (stereo not given)
    -6, i, i, i, i, i, i, i, i, i, -0.3
36: CC(C)[C@H]1C(=O)Nc2ccccc2N1C(=O)N[C@@H](Cc1ccccc1)C(=O)N[C@@H](C(=O)O)c1ccccc1
    5, i, i, i, i, i, i, i, i, i, 0.0
37: COCCn1c(SC2CCCCC2=O)nnc1-c1ccncc1 (stereo not given)
    17, i, i, i, i, i, i, i, i, i, 0.1
38: Cc1cccc(N2CCN(C(=O)c3ccc(N4CCCC4=O)cc3)CC2)c1C
    10, i, i, i, i, i, i, i, i, i, -0.9
39: CC[C@@H]1CN(C)[C@H]2Cc3c([nH]c4ccccc34)C(=O)C[C@@H]1[C@@H]2C(=O)OC
    18, i, i, i, i, i, i, i, i, i, 0.0
40: Cc1cccc(OCCn2cc(/C=N/NC(=O)c3ccncc3)c3ccccc32)c1
    17, i, i, i, i, i, i, i, i, i, 0.1
41: COc1ccccc1NS(=O)(=O)c1ccc(C)c(NS(=O)(=O)c2cc(C(=O)O)cc(C)c2C)c1
    9, i, i, i, i, i, i, i, i, i, 0.3
42: Cc1ccccc1NC(=O)Cn1c(NCC(C)O)nc2ccccc21 (stereo not given)
    28, i, i, i, i, i, i, i, i, i, 0.0
43: O=C(CN1C(=O)c2ccccc2S1(=O)=O)NCc1ccccc1
    29, i, i, i, i, i, i, i, i, i, -0.8
44: CCNS(=O)(=O)c1ccc(CCC(=O)NC2CCCC2)cc1
    11, i, i, i, i, i, i, i, i, i, 0.1
45: CC1(C)N=C(C(=O)c2ccccc2)N(O)C1(C)O (stereo not given)
    16, i, i, i, i, i, i, i, i, i, 0.2
46: Cc1ccc(OC/C(O)=C(\C#N)c2nc3ccccc3s2)cc1
    17, i, i, i, i, i, i, i, i, i, 0.0
47: Cc1ccc(/C=C/c2onc(C)c2S(=O)(=O)N2CCC(C(=O)N3CCN(C)CC3)CC2)cc1
    8, i, i, i, i, i, i, i, i, i, -0.1
48: COc1ccc(C(CCN2CCOCC2)c2c(O)cc(OC)cc2OC)cc1 (stereo not given)
    -2, i, i, i, i, i, i, i, i, i, -0.1
49: COc1ccc(-n2c(COc3ccc(Cl)cc3)nnc2SCc2ccc(C#N)cc2)cc1
    9, i, i, i, i, i, i, i, i, i, -0.2
50: COCCn1c(SCC(=O)Nc2ccc(C(C)=O)cc2)nnc1-c1ccco1
    23, i, i, i, i, i, i, i, i, i, 0.1
51: CC(NC(=O)C(=O)N1CCOCC1)C(c1cccs1)N1CCN(c2ccc(F)cc2)CC1 (stereo not given)
    -1, i, i, i, i, i, i, i, i, i, -0.1
52: CCNC(=O)N1C(=O)C2(OCCO2)c2ccccc21
    2, i, i, i, i, i, i, i, i, i, -0.3
53: COc1cccc(NC(=O)C2CCCC2)c1
    -5, i, i, i, i, i, i, i, i, i, 3.7
54: C/C=C/C(=O)OCc1csc(CC(=O)Nc2ccccc2C)n1
    48, i, i, i, i, i, i, i, i, i, -1.4
55: Cc1noc(C)c1C(=O)N1CCCC(Nc2ccc(C(C)C)cc2)C1 (stereo not given)
    28, i, i, i, i, i, i, i, i, i, -0.3
56: CCCCOc1cccc(C(=O)N(Cc2cccs2)C2CCS(=O)(=O)C2)c1 (stereo not given)
    16, i, i, i, i, i, i, i, i, i, 0.9
57: O=C(NCC(c1ccco1)N1CCCCC1)C(c1ccccc1)c1ccccc1 (stereo not given)
    20, i, i, i, i, i, i, i, i, i, -0.3
58: O=C(CCCC(=O)n1cnc2ccccc21)n1cnc2ccccc21
    13, i, i, i, i, i, i, i, i, i, -0.4
59: CCOC(=O)CSc1nnc(-c2ccc(S(=O)(=O)NCc3cccs3)cc2)o1
    25, i, i, i, i, i, i, i, i, i, -0.1
60: CCOC(=O)c1sc(NC(=O)c2sc(C)nc2C)nc1C
    1, i, i, i, i, i, i, i, i, i, 0.4

# Remaining list, next part:
# Screens in order: AI-2 QS mod, TRPC6 inhibitor, MrgX1 ag, MrgX1 PAM, TRPC4 agonist, TRPC4 potent, TRPC6 act, PolyA inhibitor, MrgX1 antag, TRPC4 inh, HIF activator
61: CCN1CCN(c2ccc([N+](=O)[O-])cc2S(=O)(=O)N2CCOCC2)CC1
    11, i, i, i, i, i, i, i, i, i, -1.1
62: O=C(CN1C(=O)c2cccc3cccc1c23)NCc1cccnc1
    5, i, i, i, i, i, i, i, i, i, 0.2
63: CN(C)Cc1c(C(=O)N/N=C/CCc2ccccc2)nnn1-c1nonc1N
    18, i, i, i, i, i, i, i, i, i, -0.8
64: Cc1ccc(-c2nc(CSCC(=O)NCCCN3CCOCC3)c(C)o2)cc1
    6, i, i, i, i, i, i, i, i, i, -1.1
65: Cc1cccc(NC(=O)CCSc2nncn2C)c1
    2, i, i, i, i, i, i, i, i, i, 0.1

# Screens: PubChem, several laboratories

# The list is partial; the hit share may differ from the screen's.
